# Assay outcomes as filed in PubChem.
# GALK inhibitor – galactokinase (human) inhibition; P51570; Purified GALK, Kinase-Glo residual ATP luminescence; Potency, µM (titrated, usually from 57.5 µM), for inactives: top-dose activity change, negative = inhibition, hits mostly inhibitors; 0.007% of 270,000 active; AID 1868; also: potency is read from the fitted curve at half-maximal effect; % is scaled to controls: 0 for no effect and ±100 for the full control effect
#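 Kinase-Glo Plus luminescence measured ATP left after a 1 h room-temperature reaction. The reaction used 5 nM GALK, 100 uM galactose and 35 uM ATP at pH 8.0 (20 mM HEPES, 5 mM MgCl2, 60 mM NaCl, 1 mM DTT, 0.01% BSA).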
# S-ASM inh – inhibitors of human secretory acid sphingomyelinase; P17405; placental ASM, HMU-PC fluorogenic substrate, 60 min; Potency, µM (titrated, usually from 57.5 µM), for inactives: at the top dose activity change, negative = inhibition, actives largely listed as inhibitors; 0.006% of 340,000 active; also: potency is read from the fitted curve at half-maximal effect
#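 Human placenta-derived ASM preincubated with compound 10 min at room temperature, then reacted with 9 uM (final) fluorogenic HMU-PC substrate for 60 min at 37 C. Stop solution raises pH to 10; fluorescence read at Ex 386/Em 447 nm.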
# hERG WT inh – inhibitors of human wildtype KCNH2 potassium channel; Q12809; U2OS, BacMam KCNH2, thallium flux FluxOr; hits give low values; activity change, % at 1.84 µM; 0.37% of 340,000 active;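 active = maximum activity change below -70%; inconclusive = maximum activity change between -70% and -50%; inactive = maximum activity change above -50%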; also: % is scaled to controls: 0 for no effect and ±100 for the full control effect
#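 U2OS cells transduced with wild-type KCNH2 virus are loaded with FluxOr dye for 45 min, and thallium flux is measured in kinetic reads before and after stimulation buffer. Rate constants are normalized to DMSO controls.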
# Mito fusion act – blocks mitochondrial division or promotes mitochondrial fusion. S. cerevisiae fusion-defective mutant growth rescue, CellTiterGlo 48 h. Potency, µM (top dose mostly 46.1 µM), for the others: at the top dose growth rescue (activation), actives largely listed as activators. 0.23% of 320,000 active;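 also: potency is read from the fitted curve at half-maximal effect; % of control where 0% means no effect; nearly all actives have a fitted effect of over 45% in size; temperature-sensitive fusion mutants such as fzo1-1 at 37 °C on non-fermentable ethanol glycerol medium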
#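 Temperature-sensitive fusion-defective S. cerevisiae (e.g. fzo1-1, mgm1-5) were grown with compound in YPEG medium (3% ethanol, 3% glycerol) for 48 hours at 37C. Growth rescue was measured as viability by CellTiterGlo luminescence after 10 minutes at ambient.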
# MBNL1-CUG inh – MBNL1-poly(CUG) RNA binding inhibition; 0.036% of 280,000 active; Potency, µM (titrated, usually from 57.5 µM), for the others: at the highest dose activity change, negative = inhibition, hits mostly inhibitors; AID 2675; TR-FRET MBNL1-His/biotin-(CUG)12 binding, 665/545 ratio; active = well fitted inhibition curve with a large enough effect in the signal ratio, with a control signal flat, not every such curve was filed as active; inconclusive = small, poorly fitted or top-dose-only effect, or effect the other way, or a change in a side signal; inactive = no such curve, though single readings can be large or run the other way; the % refers to the signal ratio; also: potency is read from the fitted curve at half-maximal effect; % is scaled to controls: 0 for no effect and ±100 for the full control effect
# Target sequence (Q9NR56 whole entry, looked up): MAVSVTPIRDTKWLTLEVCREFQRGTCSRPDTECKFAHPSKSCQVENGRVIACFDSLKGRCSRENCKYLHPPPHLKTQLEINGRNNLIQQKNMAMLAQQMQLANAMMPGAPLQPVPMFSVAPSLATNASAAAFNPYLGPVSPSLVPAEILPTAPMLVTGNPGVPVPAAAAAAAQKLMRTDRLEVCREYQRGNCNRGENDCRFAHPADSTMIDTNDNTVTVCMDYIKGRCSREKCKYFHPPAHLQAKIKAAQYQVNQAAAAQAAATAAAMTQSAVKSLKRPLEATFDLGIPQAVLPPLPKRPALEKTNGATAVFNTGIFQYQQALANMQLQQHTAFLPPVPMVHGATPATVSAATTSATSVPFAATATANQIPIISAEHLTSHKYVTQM
#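 His-tagged MBNL1 binding to biotinylated (CUG)12 RNA was measured by TR-FRET using terbium anti-His antibody (0.055 ng/ul final) and streptavidin-XL665 (5 nM final). Compounds were titrated 92 nM to 58 uM; 60 min at room temperature.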
# USP2a block – inhibitors of human ubiquitin-specific protease USP2a; Potency, µM (titrated, usually from 38.3 µM), without a hit: top-dose activity change, negative = inhibition, most hits filed as inhibitors; USP2 core, Ub-CHOP2 coupled fluorogenic reporter, 485/531; 0.01% of 330,000 active; O75604;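 also: potency is read from the fitted curve at half-maximal effect; plate controls were DMSO wells for no effect and full inhibition by NEM control for full effect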
#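 USP2 core (10nM final) preincubated 30min RT with compound in 20mM Tris-HCl pH 8.0, 2mM CaCl2, 2mM beta-mercaptoethanol, 0.05% CHAPS; 25nM Ub-CHOP2 plus 25nM reporter substrate added, fluorescence (Ex485/Em531) read after 60min.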
# Eya2 phos inh – inhibitors of human Eya2 phosphatase activity; recombinant Eya2, OMFP fluorescence dephosphorylation (OMFP is methylfluorescein phosphate); O00167; Potency, µM (doses to about 76.9 µM), inactives show at the top dose activity, negative = inhibition, hits mostly inhibitors; 0.006% of 330,000 active; also: potency is read from the fitted curve at half-maximal effect; % is scaled to controls: 0 for no effect and ±100 for the full control effect
#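 Eya2 protein (added as 0.2 uM solution) was preincubated with compound for 10 min at ambient temperature in 50 mM HEPES pH 7.5, 50 mM NaCl, 5 uM MgCl2, 0.05% BSA, 1 mM DTT. OMFP (added at 50 uM) then reacted 10 min; fluorescence read at 485/525 nm.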
# Menin MLL FP TR – displaces Texas Red mutant MLL peptide from human menin. O00255. Menin + Texas Red MLL mutant peptide, fluorescence polarization. Potency, µM (top dose mostly 61.6 µM), for inactives: top-dose FP activity change, negative = inhibition, hits mostly inhibitors. 0.23% of 270,000 active. AID 1768; active = well fitted inhibition curve with a large enough effect in the polarisation, with a control signal flat, not every such curve was filed as active; inconclusive = small, poorly fitted or top-dose-only effect, or effect the other way, or a change in a side signal; inactive = no such curve, though single readings can be large or run the other way; the % refers to the polarisation; also: potency is read from the fitted curve at half-maximal effect; % of control where 0% means no effect; many of its hits are not listed in these tables
# TSHR antagonist – antagonists of human thyroid stimulating hormone receptor; TSHR-expressing cells, TSH-stimulated cAMP HTRF, 2 h; hits give low values; activity change, negative = inhibition, % at 11.5 µM; P16473; 0.2% of 330,000 active;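 active = activity change below a set negative limit, meaning inhibition stronger than a set level, cut at about -70% in these data; inconclusive = activity change between two set negative limits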; also: % is scaled to controls: 0 for no effect and ±100 for the full control effect
#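 TSHR-expressing cells were treated with compounds, then stimulated with TSH at EC80 (4nM final) for 2 hours at 37 deg C. Cellular cAMP was measured by HTRF competition between lysate cAMP and cAMP-d2 for a cryptate-labelled anti-cAMP antibody.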
# Chronic BCR inh – blocks chronic active B-cell receptor signaling | AID 493014 | 0.05% of 340,000 active | Potency, µM (top dose mostly 46.1 µM), for the others: at the highest dose ratio change, negative = lower green/red ratio, most hits filed as inhibitors | ABC-DLBCL IkBa-CBG/CBR reporter, luminescence ratio, 4 h; active = well fitted inhibition curve with a large enough effect in the signal ratio, with a control signal flat, not every such curve was filed as active; inconclusive = small, poorly fitted or top-dose-only effect, or effect the other way, or a change in a side signal; the % refers to the signal ratio;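 also: potency is read from the fitted curve at half-maximal effect; plate controls were basal doxycycline-induced cells for no effect and cells given 10 µM MG132 for full effect; MG132 reads +100%, hits lower the ratio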
#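 TMD8 ABC-DLBCL cells carrying doxycycline-inducible green luciferase fused to IkappaBalpha plus unfused red luciferase were exposed to compounds (up to 46 uM) for 4 hrs at 37C. Activity came from the overlap-corrected green/red luminescence ratio.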
# PKM2 act – PKM2 (human) enzyme activation | Potency, µM (titrated, usually from 57.5 µM), for the others: top-dose activation, most hits filed as activators | P14618 | purified PKM2, Kinase-Glo ATP luminescence, activation; response scale: 0% is enzyme alone, no compound | AID 1631 | 0.34% of 260,000 active; also: potency is read from the fitted curve at half-maximal effect; % is scaled to controls: 0 for no effect and ±100 for the full control effect; nearly all actives have a fitted effect of over 55% in size
# Target sequence (P14618 whole entry, looked up): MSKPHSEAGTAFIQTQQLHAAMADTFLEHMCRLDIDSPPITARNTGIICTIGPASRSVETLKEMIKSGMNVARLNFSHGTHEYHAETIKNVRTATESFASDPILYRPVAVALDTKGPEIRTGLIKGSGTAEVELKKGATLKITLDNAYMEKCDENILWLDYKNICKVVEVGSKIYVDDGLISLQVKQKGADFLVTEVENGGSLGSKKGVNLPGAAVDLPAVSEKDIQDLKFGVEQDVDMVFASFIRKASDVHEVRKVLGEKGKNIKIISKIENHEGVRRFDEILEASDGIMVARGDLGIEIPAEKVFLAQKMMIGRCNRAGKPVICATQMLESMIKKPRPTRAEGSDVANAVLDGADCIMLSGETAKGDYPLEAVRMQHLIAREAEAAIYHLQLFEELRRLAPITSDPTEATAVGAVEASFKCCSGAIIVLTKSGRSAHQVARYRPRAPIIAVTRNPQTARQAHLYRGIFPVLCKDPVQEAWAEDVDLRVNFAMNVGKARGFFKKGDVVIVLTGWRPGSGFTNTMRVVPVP
#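 Kinase-Glo luminescence reports ATP generated from ADP (0.1 mM) and PEP (0.5 mM) by purified hPK-M2 after 1 h at room temperature, pH 7.2 imidazole buffer; intermediate enzyme activity allows detecting inhibitors and activators.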
# Starred values were filed as active, the others as inactive; i = inactive; ? = inconclusive; / = not tested or not shown. Unless noted, calls follow the shape of the dose curve; as a rule, active = well fitted curve in the direction sought with a large enough effect; inconclusive = small, poorly fitted or top-dose-only effect, or another doubt; inactive = no such curve, though single readings can be large; an effect the other way counts as inactive or inconclusive.
# Value order – GALK inhibitor, S-ASM inh, hERG WT inh, Mito fusion act, MBNL1-CUG inh, USP2a block, Eya2 phos inh, Menin MLL FP TR, TSHR antagonist, Chronic BCR inh, PKM2 act
> O=C(c1cccc(S(=O)(=O)NCc2ccccc2)c1)N1CCN(c2ccccc2)CC1
 : /, -3.4%, 13.5, /, /, 6.1%, -1.9%, /, /, 0.1%, /
> Cc1cc(C)n(-c2ccc(C(=O)OCC(=O)NC(c3ccccc3)c3ccccc3)cc2)n1
 : 0.5%, 2.0%, 12.2, -3.0%, -4.1%, 0.3%, -6.5%, -12.0%, 27.0, 1.8%, 4.4%
> OCC#Cc1ncc(C(F)(F)F)cc1Cl
 : 5.2%, 3.8%, -1.1, -0.9%, -4.8%, 0.3%, -4.5%, 1.1%, 1.5, ?, 1.7%
> CCCN1C(=O)c2cc(C(=O)Nc3ccccc3OC)ccc2C1Nc1ccccc1OC (stereo unspecified)
 : -0.6%, -4.2%, -10.8, 0.4%, -0.5%, -4.8%, -2.0%, /, 27.2, -9.6%, -12.7%
> CCC(=O)NCCSc1c[nH]c2ccccc12
 : 0.0%, 3.0%, 1.3, -3.5%, -0.1%, 2.8%, 3.4%, 18.4%, 4.0, -19.3%, 2.0%
> CC(C)C(NC(=O)OCc1ccccc1)C(=O)NCC(=O)OC(C)(C)C (stereo unspecified)
 : 6.0%, -0.3%, -6.7, 2.9%, -1.7%, 1.2%, -6.1%, -3.4%, -2.5, 2.7%, 3.4%
> CCNC(=S)NC1CC2CCCC(C1)N2Cc1ccco1 (stereo unspecified)
 : /, 7.0%, 3.1, 2.7%, -5.1%, 2.5%, -5.0%, -5.8%, /, -23.0%, -2.8%
> O=C1c2cc([N+](=O)[O-])cc3cc([N+](=O)[O-])cc(c23)C(=O)N1c1ccccn1
 : 0.0%, 4.3%, -5.5, 0.4%, /, -0.1%, -8.1%, ?, -9.9, -8.2%, -0.9%
> Cc1cccc(C)c1Nc1c(-c2ccsc2)nc2ncccn12
 : -4.4%, -10.4%, -3.1, 0.8%, ?, -6.4%, -0.2%, -14.4%, -15.0, -0.5%, 4.0%
> CC(C)(C)C(=O)NNC(=O)C1CC1(c1ccccc1)c1ccccc1 (stereo unspecified)
 : 5.6%, 1.8%, -2.0, -4.7%, -15.0%, -3.8%, 9.4%, -16.4%, -2.4, -6.0%, /
> CCOC(=O)c1nc(NCc2cccc(OC)c2)c2ccccc2n1
 : -0.4%, -1.9%, -5.7, -3.4%, 8.1%, 12.7%, 5.1%, 2.8%, -5.1, -0.1%, -2.4%
> Cn1c(SCC(=O)N2CCN(C(=O)c3ccco3)CC2)nnc1-c1ccc(NS(C)(=O)=O)cc1
 : -1.5%, -1.4%, 2.3, -2.6%, 0.2%, 2.0%, 11.8%, 5.2%, 12.7, 1.6%, 1.0%
> Clc1ccc(/C=C/c2ncc3ccccn23)cc1
 : -0.7%, i, -9.2, 10.4%, -12.8%, -0.3%, -3.2%, 2.1%, -9.0, 14.3%, -16.4%
> N#CC1=C(N)Oc2cc(O)ccc2C1c1ccncc1 (stereo unspecified)
 : -0.2%, -0.5%, 2.4, 4.5%, ?, 2.3%, -11.3%, -9.4%, 10.7, 2.5%, 20µM*
> CC(=O)c1cccc(NC(=S)Nc2ccc(F)cc2)c1
 : 5.4%, -2.8%, -7.0, 0.3%, -1.0%, 2.6%, 6.0%, 17.6%, -1.0, 0.1%, 7.8%
> Cc1ccccc1CN1CCN(Cc2ccccc2C(F)(F)F)CC1
 : 0.2%, 1.4%, -1.7, 3.2%, -5.2%, 1.5%, -7.7%, -2.5%, -4.6, 13.8%, -1.5%
> O=C(Cn1nnc(-c2ccccc2)n1)Nc1ccc2c(c1)OCO2
 : -2.0%, 0.2%, -23.1, -0.5%, 4.2%, 0.0%, 13.5%, -15.9%, -0.5, -7.3%, 2.5%
> O=c1[nH]c2cc3c(cc2cc1CN(CCc1ccccc1)Cc1nnnn1C1CCCC1)OCCO3
 : 2.6%, /, /, -4.5%, ?, 5.0%, 12.9%, -5.0%, -6.0, ?, 5.9%
> C=CC[C@@H](Cc1ccc(F)cc1)C(=O)OC[C@@H]1CCCN1C(=O)[C@H](CC=C)CC(=O)N(CCO)Cc1ccccc1
 : /, 0.3%, -8.2, /, /, 2.0%, -15.3%, /, -0.4, ?, /
> Cc1ccc(S(=O)(=O)N(C)CC(=O)OCC(=O)NCCc2ccc(S(N)(=O)=O)cc2)cc1
 : /, -1.4%, -21.5, /, /, 1.4%, 5.6%, /, 4.6, 2.4%, /
> Cc1cc(C)nc(N2CCCC(C(=O)NCCC3=CCCCC3)C2)n1 (stereo unspecified)
 : 2.8%, 3.3%, -22.1, -0.2%, -9.3%, -0.2%, -0.9%, -0.6%, -12.1, 8.7%, 3.6%
> Cc1onc(-c2c(F)cccc2Cl)c1C(=O)NCC1COc2ccccc2O1 (stereo unspecified)
 : -0.2%, 2.9%, -4.8, 9.1%, -3.5%, -0.8%, -2.9%, -7.2%, -8.5, 5.2%, 0.9%
> COc1ccc(O)c(C2(O)C(=O)c3ccccc3C2=O)c1
 : -1.8%, 1.6%, 2.1, 2.7%, 2.1%, 0.6%, -3.0%, /, 2.9, -4.5%, -10.1%
> CCO[C@@H]1OC(C(=O)N2CCN(Cc3ccccc3)CC2)=C[C@H](c2cn(C(C)=O)c3ccccc23)[C@H]1CCCO
 : -0.3%, 2.1%, 0.8, ?, 9.2%, 0.3%, -14.2%, ?, -4.5, -0.6%, -3.9%
> CCCN(CC(=O)Nc1ccccc1OC)C(=O)c1cnc(Cl)c(Cl)c1
 : 11.7%, -2.2%, -4.5, 2.0%, -1.1%, 1.0%, 6.0%, -10.3%, 3.2, 9.3%, -0.4%
> C/C(=N\NC(=S)NCc1ccccc1)c1ccc(Br)cc1
 : -0.5%, -6.7%, -2.0, ?, -3.3%, 0.7%, -9.6%, -7.2%, -32.7, ?, 3.6%
> CCCCSc1nc(C)c(C(C)=O)cc1C#N
 : -2.7%, -2.0%, -2.7, -22.7%, 0.7%, 3.3%, 8.7%, -19.8%, 2.8, ?, 7.4%
> COc1ccc(-c2nnc(COc3ccc4ccccc4c3)o2)cc1OC
 : -0.4%, ?, -16.3, 28.5%, -3.3%, -0.5%, 11.7%, /, -2.8, ?, -5.6%
> COc1ccc(NS(=O)(=O)c2ccc(C)c(C(=O)N(C)CCc3ccc(OC)c(OC)c3)c2)cc1
 : /, 0.1%, -28.7, -1.3%, /, -0.6%, 14.3%, /, 18.0, -15.4%, /
> COc1ccc(CC2(CO)CCN(CC3=Cc4cc(Cl)ccc4OC3)CC2)cc1
 : 8.9%, -2.2%, -40.7, 13.6%, 5.1%, 0.8%, 0.0%, -4.3%, -21.7, 6.2%, -1.0%
> O=C(CCCc1ccccc1)c1ccccc1
 : 4.8%, -1.7%, -3.3, -1.0%, -0.4%, 1.1%, 0.4%, 2.3%, 6.5, ?, -9.9%
> COc1ccc2ccccc2c1/C=N/NC(=O)c1ccc([N+](=O)[O-])cc1
 : 0.8%, -0.3%, -2.7, -7.9%, 14.3%, 4.1%, 1.4%, 17.7%, -10.7, ?, /
> Fc1cccc(Cc2noc(CN3CCCCC3CCc3ccccn3)n2)c1 (stereo unspecified)
 : -1.6%, 1.8%, 5.7, -5.3%, -8.0%, 1.7%, -5.8%, 2.9%, -5.6, -19.2%, -0.9%
> COc1ccccc1-c1nnc(NC(=O)C(C)SC2=NCCS2)s1 (stereo unspecified)
 : 0.8%, -1.9%, -2.4, 3.2%, 20.6%, -1.3%, 2.2%, 0.9%, -16.1, -14.8%, 16.4%

# Not all compounds are listed (hit frequency here may not be typical).
